Screens as filed in PubChem BioAssay.
HEK293 viab – GF-AFC viability counterscreen for inhibitors of alpha-synuclein gene (SNCA) expression; Potency, µM (series often up to 57.1 µM), inactives show at the highest dose activity change, negative = cytotoxicity, most hits filed as cytotoxic; AID 1671193, 2021; 0.12% of 150,000 active; HEK-293-SNCA-luc viability, GF-AFC fluorescence, 24 h;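 further: potency means the concentration at half of the fitted maximal effect; 0% = DMSO-treated cells and -100% = medium-only wells without cells; nearly all actives have a fitted effect of over 30% in size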
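Cytotoxicity counterscreen: after 24 h compound treatment of genome-edited SNCA-luciferase HEK-293 cells, live-cell protease substrate GF-AFC read by fluorescence after 30 min; activity scaled between DMSO (0%) and medium-only (-100%), curves Hill-fitted.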
3T3 cytotox – Cytotoxic Profiling in NIH 3T3 Cell Line of Diverse Libraries Using Quantitative High-Throughput Screening | NIH 3T3 viability, CellTiter-Glo ATP luminescence, 48-72 h | Potency, µM (doses to about 96.7 µM), for inactives: top-dose activity change, negative = cytotoxicity, usual class: inhibitors | 4.3% of 94,000 active; further: potency means the concentration at half of the fitted maximal effect; nearly all actives have a fitted effect of over 55% in size
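First NIH 3T3 cells are plated at 400 cells/well; next compound is pinned in; then plates incubate 48 or 72 hr at 37 °C; finally CellTiter-Glo is added and luminescence read after 10 min.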
FLuc inh – Firefly luciferase inhibition profiling of diverse chemical library using quantitative high-throughput screening; Luciferin 4-monooxygenase (Photinus pyralis), P08659; purified P. pyralis luciferase, luminescence, biochemical; Potency, µM (top dose mostly 115 µM), for the others: at the top dose activity change, negative = inhibition, usual class: inhibitors; 2.5% of 76,000 active; AID 1347043, 2019; further: potency means the concentration at half of the fitted maximal effect; nearly all actives have a fitted effect of over 65% in size
Target sequence (P08659 whole entry, looked up): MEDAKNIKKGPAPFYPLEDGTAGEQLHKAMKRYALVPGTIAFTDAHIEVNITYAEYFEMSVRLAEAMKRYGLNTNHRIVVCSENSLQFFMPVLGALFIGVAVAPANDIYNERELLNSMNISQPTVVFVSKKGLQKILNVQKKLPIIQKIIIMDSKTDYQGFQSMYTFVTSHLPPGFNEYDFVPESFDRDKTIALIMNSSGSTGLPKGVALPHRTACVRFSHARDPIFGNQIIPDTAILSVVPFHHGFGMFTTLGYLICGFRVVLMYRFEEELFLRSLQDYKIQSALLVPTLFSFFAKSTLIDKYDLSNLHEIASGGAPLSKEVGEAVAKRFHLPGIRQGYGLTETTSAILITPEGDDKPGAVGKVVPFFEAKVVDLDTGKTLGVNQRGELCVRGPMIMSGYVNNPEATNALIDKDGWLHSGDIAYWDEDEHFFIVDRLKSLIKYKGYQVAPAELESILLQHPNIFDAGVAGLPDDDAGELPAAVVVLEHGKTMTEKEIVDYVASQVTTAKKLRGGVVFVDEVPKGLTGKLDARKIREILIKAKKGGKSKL
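Purified P. pyralis luciferase (10nM final) in 50mM Tris acetate pH 7.5, 10mM Mg acetate, 0.01% Tween-20, 0.05% BSA with 10uM D-luciferin and 10uM ATP. Compounds titrated qHTS. Luminescence imaged on CCD.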
IP6K1 inhibitor – Primary qHTS assay for small molecule inhibitors of Inositol hexaphosphate kinase 1 (IP6K1); Inositol hexakisphosphate kinase 1 (Homo sapiens), Q92551; IP6K1 kinase, ADP-Glo luminescence, 2 h; active compounds read low; activity change, % (series mostly up to about 58 µM); 0.81% of 140,000 active; AID 1645851, 2021; in the data active means activity change below about -25%
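ADP-Glo luminescence measures ADP made by human IP6K1 during a 2 h RT reaction with ATP/IP6 (mix at 1.3 mM/130 uM); top library doses 57.5 and 19.1 uM final.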
HEK293 tox – Cytotoxic Profiling in HEK 293 Cell Line of Diverse Libraries Using Quantitative High-Throughput Screening; HEK 293 viability, ATP luminescence (CellTiter-Glo), 48-72 h; Potency, µM (top dose mostly 115 µM), for inactives: at the highest dose activity change, negative = cytotoxicity, most hits filed as inhibitors; 6.6% of 94,000 active; further: potency means the concentration at half of the fitted maximal effect; nearly all actives have a fitted effect of over 60% in size
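250 HEK 293 cells/well; compound by pintool; incubated 48 or 72 hr at 37 degree Celsius; CellTiter-Glo added, 10 min RT, luminescence imaged.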
SNCA expr inh – Primary qHTS assay for inhibitors of alpha-synuclein gene (SNCA) expression; HEK-293 SNCA-luciferase knock-in, luminescence, 24 h; Potency, µM (doses to about 57.2 µM), without a hit: at the highest dose activity change, negative = inhibition, usual class: inhibitors; 0.17% of 140,000 active;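 further: potency means the concentration at half of the fitted maximal effect; plate controls were DMSO cells for no effect and cell-free wells for full effect; nearly all actives have a fitted effect of over 45% in size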
GPT2 inh – Primary qHTS assay for inhibitors of Glutamate pyruvate transaminase 2 (GPT2) | Alanine aminotransferase 2 (Homo sapiens), Q8TD30 | Recombinant GPT2, coupled pyruvate oxidase/HRP Amplex Red fluorescence | Potency, µM (top dose mostly 57.7 µM), for the others: at the top dose activity change, negative = inhibition, hits mostly inhibitors | 0.25% of 100,000 active; further: potency means the concentration at half of the fitted maximal effect; nearly all actives have a fitted effect of over 60% in size; many of its hits are not listed in these tables
Target sequence (Q8TD30 whole entry, looked up): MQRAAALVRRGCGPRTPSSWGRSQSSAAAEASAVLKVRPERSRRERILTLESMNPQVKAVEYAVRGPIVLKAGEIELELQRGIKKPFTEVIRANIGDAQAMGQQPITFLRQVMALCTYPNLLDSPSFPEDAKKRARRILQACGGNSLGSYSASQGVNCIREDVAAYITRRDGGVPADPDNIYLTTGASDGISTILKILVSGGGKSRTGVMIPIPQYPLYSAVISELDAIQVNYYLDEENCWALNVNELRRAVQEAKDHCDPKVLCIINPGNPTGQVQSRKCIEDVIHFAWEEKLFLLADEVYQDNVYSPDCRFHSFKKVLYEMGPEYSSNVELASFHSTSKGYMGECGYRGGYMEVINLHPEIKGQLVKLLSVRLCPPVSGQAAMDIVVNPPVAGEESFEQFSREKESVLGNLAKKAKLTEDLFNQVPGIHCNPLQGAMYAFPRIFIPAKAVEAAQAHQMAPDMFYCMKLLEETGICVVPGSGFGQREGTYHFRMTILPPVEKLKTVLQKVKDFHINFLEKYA
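Inhibition is scored from Amplex Red fluorescence generated when pyruvate oxidase and HRP act on pyruvate released by GPT2. Reactions contain 10ng/uL enzyme, 250uM a-KG and 2mM L-alanine and run 30 min at room temperature.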
* = called active by the depositor; i = inactive; u = inconclusive; x = not tested or not shown; & = joins results of further samples; [ ] = dose if it differs, or a comment. Unless noted, the call rests on the fitted dose curve; in most records, active means well fitted curve in the direction sought with a large enough effect; inconclusive means small, poorly fitted or top-dose-only effect, or another doubt; inactive means no such curve, though single readings can be large; an effect the other way counts as inactive or inconclusive. Unless noted, on the % scale 0 is the no-effect control and ±100 the full control effect. A portion of the library; rates above refer to the full screens.

Every second line gives: HEK293 viab, 3T3 cytotox, FLuc inh, IP6K1 inhibitor, HEK293 tox, SNCA expr inh, GPT2 inh
CC(C)c1noc(-c2cn(C3CCCN(C(=O)c4cccc(N(C)C)c4)C3)nn2)n1 (centres undefined)
    7%, -21%, -23%, 7, u, 1%, 1%
CNc1cc(C2CC(NC(=O)COc3ccc(Cl)cc3C)C2)nc(N)n1 (centres undefined)
    1%, 40µM*, 9%, 2, 18µM*, 24%, i
CCC1CCc2nc3sc(C(=O)Nc4cccc(C(F)(F)F)c4)c(N)c3cc2C1 (centres undefined)
    0%, x, x, -9, x, -7%, x
CCNC(=O)c1c(NC(=O)COc2ccc(F)cc2)sc2c1CCCC2
    2%, x, x, -2, x, -26%, x
Cc1cc(C)cc(C(=O)NCCc2csc(-c3ccc(C(F)(F)F)cc3)n2)c1
    9%, x, x, -25, x, 0%, x
O=C1CC2(CCN([S+](=O)([O-])c3ccccc3)C2)Nc2ccccc2N1 (centres undefined)
    1%, -15%, x, 27, i, -5%, 2%
Cc1ccc(CNC(=O)c2cn(C)c3ccc(S(=O)(=O)N4CCOCC4)cc3c2=O)cc1
    -1%, x, x, 32, x, 1%, x
Cc1ccc(CNC(=O)c2ccc3oc(=O)n(Cc4ccccc4)c3c2)cc1
    4%, x, x, -9, x, -5%, x
CCn1c(SCc2ccccc2C)nc(=O)c2c(C(=O)OC)cc(C3CC3)nc21
    -5%, x, x, -7, x, -5%, x
CC(C)c1ccc(C(=O)N2C[C@@H]3CCCN4CCC[C@@H]([C@H]34)[C@H]2CCCC(=O)N2CCOCC2)cc1
    -11%, -10%, x, 11, 0%, -25%, -3%
CC1=C[C@@H](CN2CCC(C(N)=O)CC2)[C@H](C(C)C)C[C@H]1Cc1nnc(-c2cccnc2)o1
    -19%[87.6 µM], 0%[174 µM], 0%[172 µM], 12, -22%[172 µM], 3%[87.6 µM], 1%[88.5 µM]
CCc1ccc(NC(=O)C(=O)NCC(c2cccnc2)N2CCN(c3ccc(F)cc3)CC2)cc1 (centres undefined)
    0%, x, x, 10, x, 18%, x
Cc1ccc(CN[C@@H]2CO[C@H](CNS(C)(=O)=O)[C@H]2O)cc1
    3%[87.6 µM], -2%[138 µM], -3%[172 µM], 8, -3%[172 µM], -17%[87.6 µM], i
O=C([C@@H]1C[C@H](Oc2cccnc2)CN1C(=O)c1ccc2ncccc2c1)N1CCCC1
    -12%, -12%, -1%, 5, i, -22%, i
O=C1c2cnc(-c3ccc(CO)cc3)nc2OCCN1c1cccc(C(F)(F)F)c1
    -16%[87.6 µM], u, u, -2, u, 19%[87.6 µM], 5%[88.5 µM]
O=C(NCc1cccc(Cl)c1)c1nc2sccn2c1-c1ccc(F)cc1
    -7%, -14%, x, 2, -11%, 4%, i
O=C(NCCNC(=O)c1ccc(Cl)nc1)c1ccc(-c2cncnc2)cc1
    x, -15%, x, -2, u, x, x
COc1ccc(OC)c(C2C(C(=O)Nc3ccc(C)cc3)=C(C)Nc3nnnn32)c1 (centres undefined)
    15%, x, x, 2, x, -25%, x
Cc1ccccc1NC(=O)N1C[C@@H](F)C[C@H]1C(=O)N1CCCCC1
    0%, i, 0%, 2, u, 11%, i
CCCSCCCNC(=O)c1ccc2nc(Cc3ccccc3)oc2c1
    -6%, x, x, 14, x, 3%, x
COc1ccc(CNC(=O)CCS(=O)(=O)c2cc3c4c(c2)CCN4C(=O)CC3)cc1OC
    10%, x, x, 6, x, 6%, x
COC(=O)C1=C(C)N=C2SC=C(CC(=O)NC3CCCCC3)N2C1c1ccsc1 (centres undefined)
    0%, u, -9%, 26, u, -22%, i
O=C(Nc1nnc(S(=O)(=O)N2CCCCCC2)s1)c1ccccc1Cl
    -3%, x, x, 20, x, 21%, x
COc1ccc(Cl)cc1NC(=O)CCC1CCCN(C(=O)c2ccoc2C)C1 (centres undefined)
    -17%, u, -14%, 9, 32µM*, 2%, -18%
Cc1ccc([S+](=O)([O-])NC2CCCN(Cc3ccc(-c4cc(C)cc(C)c4)cc3)C2)cc1 (centres undefined)
    -1%, u, x, -2, 40µM*, -17%, -13%
CC(C)(C)C(=O)N1CC2(Cc3ccccc3N([S+](C)(=O)[O-])C2)C1
    3%, -6%, -3%, -9, -6%, -9%, i
O=C(Cc1c[nH]c2ccccc12)N1CCCC2(C1)Nc1cccnc1NC2=NC1CCCC1 (centres undefined)
    -13%, -6%, -8%, 1, -11%, 33%, u
Cc1ccc(NC(=O)Nc2nnc(N(C)C3CCCCC3)s2)c(Cl)c1
    2%, x, x, -9, x, 5%, x
CN(C)c1ccc(CNC(=O)Cn2ccc3cc(S(=O)(=O)N4CCCCCC4)ccc32)cc1
    24%, x, x, -12, x, 25%, x
Cn1cccc1C(=O)N1CCCC(n2cc(-c3nc(-c4ccccc4)no3)nn2)C1 (centres undefined)
    -2%, u, 79µM*, 3, u, 104%[activator], 4%
COc1ncccc1-c1cc2c(ccn2Cc2ccncc2)c(N2CCOCC2)n1
    -6%[87.6 µM], u, 6%[172 µM], 0, -30%[172 µM], 5%[87.6 µM], u
Cc1nc(C(C)C)sc1C(=O)N1CCC(Cc2ccc(C(=O)O)cc2)C1 (centres undefined)
    -1%, u, 13%, -8, i, 0%, i
Cc1cc(N2CCCCC2)nc2ccc(NC(=O)/C=C/c3ccc(OCCC(C)C)cc3)cc12
    -3%, x, x, 0, x, -18%, x
COc1ncc(-c2ccc3c(Nc4cc(Oc5cc(F)cc(F)c5)cc(C(=O)O)c4)c(S(=O)(=O)NC4CC4)cnc3c2)c(OC)n1
    -5%&-9%, x, x, -1, x, 7%, 1%
CN(C(=O)Cn1nc2n(c1=O)CCCCC2)C1CCCCC1
    -6%, -5%, -4%, 5, -6%, 14%, i
Cc1nc2cc(N3CCC(C(=O)NCCC4=CCCCC4)CC3)cnc2nc1C
    3%, -21%, -16%, -2, -27%, 7%, 1%
CCCn1c(COc2cccc(C)c2)nc2ccccc21
    3%, x, x, -17, x, u, x
COc1ccc(CCC(=O)N2CCC3(CC2)NC(=O)N(c2cccc(F)c2)N3)cc1
    -5%, u, 6%, 0, u, 7%, u
COc1ccccc1-c1cccc(CN2CCCC(C(=O)Nc3cccc(Cl)c3)C2)c1 (centres undefined)
    u, 16µM*, x, -6, 25µM*, u, -6%
O=C([C@@H]1C[C@@H](O)[C@H](O)[C@@H]2NC(=S)N(c3ccc4c(c3)OCO4)[C@@H]21)N1CCOCC1
    -17%[87.6 µM], i, 5µM*, -3, i, 53%[activator][87.6 µM], 4%[88.5 µM]

Continuation.
Molecule	HEK293 viab	3T3 cytotox	FLuc inh	IP6K1 inhibitor	HEK293 tox	SNCA expr inh	GPT2 inh
COc1ccc(S(=O)(=O)N2CCc3nn(CC4CC4)c(=O)n3CC2)cc1Cl	-2%	u	13%	-4	-19%	-8%	-30%
COc1ccc(-c2onc(C)c2C(=O)NCc2ccccc2)cc1	3%	u	0%	26	u	-4%	-3%
CCC1(N2CCN(S(=O)(=O)c3ccc(Cl)s3)CC2)CCN(S(C)(=O)=O)C1 (centres undefined)	20%	u	-5%	6	u	u	3%
Cc1cnc(C2CCN(C(=O)OC(C)(C)C)CC2)[nH]1	-2%[87.6 µM]	-11%[138 µM]	x	22	-2%[172 µM]	-7%[87.6 µM]	-3%[88.5 µM]
O=C(NC1CCCN(c2ccnc3ccnn23)C1)c1ccccc1Cl (centres undefined)	-4%	-34%	x	19	-18%	-10%	i
CN1N=C(C(=O)N2CCC(CCC(=O)Nc3ccc4c(c3)OCCO4)CC2)CCC1=O	1%	-13%	-20%	8	-2%	13%	-13%
Cn1ncc2c(C(=O)N3CCCC3)cc(C(C)(C)C)nc21	7%[87.6 µM]	u	x	-11	-11%[172 µM]	-5%[87.6 µM]	-11%[88.5 µM]
CCCn1c(C)cnc1CC1CCN(C(=O)NCCc2ccccc2)CC1	2%	-17%	-2%	0	1%	u	i
CCc1ccc(-n2c(=O)c3sc4ccccc4c3n(CC(=O)NCc3ccccc3)c2=O)cc1	-13%	x	x	-4	x	4%	x
CCc1nc2c(c(-c3ccc(OC)cc3)n1)CCN(Cc1cc(C)on1)CC2	0%	20µM*	x	0	4%	-7%	i
COc1ccc(Cl)cc1C(=O)NC1CCN(c2cc(-c3ccc(F)cc3)[nH]n2)C1 (centres undefined)	-6%	u	3%	0	u	-6%	u
Cc1cccc(C)c1OCC(=O)Nc1ncn[nH]1	-8%	x	x	12	x	-7%	x

A stretch from the list above, as a working copy:
Molecule	HEK293 viab	3T3 cytotox	FLuc inh	IP6K1 inhibitor	HEK293 tox	SNCA expr inh	GPT2 inh
CCc1nc2c(c(-c3ccc(OC)cc3)n1)CCN(Cc1cc(C)on1)CC2	0%	20µM*	x	0	4%	-7%	i
COc1ccc(Cl)cc1C(=O)NC1CCN(c2cc(-c3ccc(F)cc3)[nH]n2)C1 (centres undefined)	-6%	u	3%	0	u	-6%	u
Cc1cccc(C)c1OCC(=O)Nc1ncn[nH]1	-8%	x	x	12	x	-7%	x

(cont.)
Molecule	HEK293 viab	3T3 cytotox	FLuc inh	IP6K1 inhibitor	HEK293 tox	SNCA expr inh	GPT2 inh
COc1ccc(C(=O)N2CCCCCCNC(=O)[C@@H]3CCCC[C@@H]32)c(OC)n1	-5%	-14%	-7%	-5	-15%	-6%	i
CC(C)NC(=O)Nc1ccc([C@H]2OCC(=O)N(C3CCOCC3)[C@@H]2CO)cc1	6%[87.6 µM]	1%[174 µM]	3%[172 µM]	7	1%[172 µM]	-13%[87.6 µM]	1%[88.5 µM]
O=c1oc2c(F)cc(F)cc2cc1S(=O)(=O)c1ccc(F)cc1	u	x	x	-1	x	u	x
NC(=O)CCn1cc(CN(CCO)Cc2ccccc2F)c2ccccc21	20%	-9%	0%	4	u	3%	-3%
CCc1ccccc1NC(=O)Cn1c(N2CCOCC2)nc(COC)cc1=O	-12%	-14%	0%	11	-8%	-13%	-1%
